ANO1 activ – TMEM16A chloride channel activators or potentiators, primary screen, cell-based, HTS | Anoctamin-1 (Mus musculus), Q8BHY3 | HEK293 TMEM16A/YFP-H148Q/I152L, iodide quench fluorescence; hits give low values | B-score at 10 µM | 340,000 tested, 0.3% active | AID 623877, 2012;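 active = fluorescence-ratio B-score plate-corrected deviation score at least 3 library SD below zero, with starting fluorescence score within 5 deviations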;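 note: channel opened by trigger with iodide after compound preincubation; score built on the fluorescence ratio of max minus min over baseline; more negative score means more quench and so TMEM16A activation or potentiation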
HDAC3 inh – HDAC3 deacetylase inhibitors, primary screen, biochemical, fluorescence, cell-free homogeneous | Histone deacetylase 3 (Homo sapiens), O15379 | recombinant HDAC3, fluorogenic peptide/trypsin coupled | inhibition, % at 8.3 µM | 320,000 tested, 0.15% active; in the data active = inhibition above about 26%, passing the limit was not always enough
KCNK3 inh – human KCNK3 channel inhibitors, primary screen, CHO cells, FluxOR thallium flux, B-score. Potassium channel subfamily K member 3 (Homo sapiens), O14649. 340,000 tested, 0.84% active. FluxOR fluorescence; hits give low values. B-score at 10 µM;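 active = B-score under library mean minus 4 SD, starting fluorescence ratio at most library mean plus 5 SD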;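 note: more negative B-score means stronger inhibition of thallium flux through KCNK3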
Dyrk1A ADPGlo – rat Dyrk1A kinase inhibitors, primary screen, biochemical, single point, plate reader; ADP-Glo luminescence, NFATc1 peptide; inhibition, % at 12.5 µM; 310,000 tested, 0.43% active; in the data active = inhibition above about 50%;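 note: plate controls were vehicle with enzyme for no effect and no enzyme for full effect; many of its hits are not listed in these tables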
ANO1 block – TMEM16A chloride channel inhibitors, primary screen, cell-based, HTS. Anoctamin-1 (Mus musculus), Q8BHY3. normalized B-score (activity score, 25-100; higher = stronger inhibition) at 10 µM. HEK293 TMEM16A/YFP iodide influx fluorescence, ionomycin. 310,000 tested, 1.2% active;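 active = ratio plate-corrected score three or more library SD toward inhibition, starting fluorescence score within five deviations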;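 note: score derived from kinetic fluorescence span divided by baseline fluorescence per well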
KCNK9 inh – KCNK9 potassium channel inhibitors, primary screen, HEK293 cells, thallium flux. Potassium channel subfamily K member 9 (Homo sapiens), Q9NPC2. FluxOR thallium flux fluorescence; hits give low values. B-score at 10 µM. 310,000 tested, 1.2% active. AID 488922, 2010;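 active = ratio B-score over 3 SD below the library mean, with starting fluorescence within 5 SD of its mean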;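 note: negative B-score means less thallium flux so channel inhibition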
KCNQ1 block – inhibitors of human KCNQ1 channel, primary screen, cell-based, thallium flux, high-throughput. Potassium voltage-gated channel subfamily KQT member 1 (Homo sapiens), P51787. 310,000 tested, 1.3% active. CHO-K1 KCNQ1, FluxOR thallium flux fluorescence; hits give high values. B-score at 10 µM;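 active = compounds whose thallium flux B-score, printed positive for inhibition, exceeds three library SD while starting fluorescence stays within three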;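 note: channel opened by potassium depolarization with thallium stimulus after 20 min compound exposure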
KCNQ1 act – potentiators or activators of KCNQ1 channel, primary screen, cell-based, thallium flux, high-throughput; Potassium voltage-gated channel subfamily KQT member 1 (Homo sapiens), P51787; CHO-K1 KCNQ1, thallium flux FluxOR fluorescence; hits give high values; B-score at 10 µM; 310,000 tested, 0.35% active; AID 2648, 2010;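 active = fluorescence ratio B-score, a plate-corrected score, at least three library SD, with initial intensity B-score within 5 SD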
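assay system = CHO-K1 cells stably expressing KCNQ1 | medium = assay buffer, equal DMSO in all wells | timing = 37 °C overnight plating, 90-min dark dye load, 20-min compound pretreatment | measured by = kinetic FluxOR thallium fluorescence, 10-s 1-Hz baseline, 110-s post-stimulus read | measure = fluorescence change relative to baseline, converted to B score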
hERG rescue – hERG rescue from dofetilide block, primary screen, cell-based, CHO-hERG, FluxOR thallium flux, dofetilide IC70 | 310,000 tested, 0.51% active | Voltage-gated inwardly rectifying potassium channel KCNH2 (Homo sapiens), Q12809 | dofetilide IC70 present | activation (rescue from dofetilide block), less the hit threshold, % at 10 µM;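 active = activation above the mean of controls blocked by dofetilide plus 5 SD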;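 note: thallium influx through hERG after potassium depolarization seen as dye fluorescence rise; in these data hits start at about 4.7%; inactives centre near -7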
TRPC4 act – activators of mouse TRPC4 channel, primary screen, Fluo4 calcium, HEK293 TRPC4beta/mu-opioid cells; Short transient receptor potential channel 4 (Mus musculus), Q9QUQ5; Fluo4 calcium fluorescence; hits give high values; B-score at 10 µM; 310,000 tested, 0.49% active;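 active = B-score above 5 SD of library B-scores, and initial fluorescence ratio not above library mean plus 5 SD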;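 note: positive B-score marks a calcium rise read as TRPC4 activation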
Target sequence (Q9QUQ5 whole entry, looked up): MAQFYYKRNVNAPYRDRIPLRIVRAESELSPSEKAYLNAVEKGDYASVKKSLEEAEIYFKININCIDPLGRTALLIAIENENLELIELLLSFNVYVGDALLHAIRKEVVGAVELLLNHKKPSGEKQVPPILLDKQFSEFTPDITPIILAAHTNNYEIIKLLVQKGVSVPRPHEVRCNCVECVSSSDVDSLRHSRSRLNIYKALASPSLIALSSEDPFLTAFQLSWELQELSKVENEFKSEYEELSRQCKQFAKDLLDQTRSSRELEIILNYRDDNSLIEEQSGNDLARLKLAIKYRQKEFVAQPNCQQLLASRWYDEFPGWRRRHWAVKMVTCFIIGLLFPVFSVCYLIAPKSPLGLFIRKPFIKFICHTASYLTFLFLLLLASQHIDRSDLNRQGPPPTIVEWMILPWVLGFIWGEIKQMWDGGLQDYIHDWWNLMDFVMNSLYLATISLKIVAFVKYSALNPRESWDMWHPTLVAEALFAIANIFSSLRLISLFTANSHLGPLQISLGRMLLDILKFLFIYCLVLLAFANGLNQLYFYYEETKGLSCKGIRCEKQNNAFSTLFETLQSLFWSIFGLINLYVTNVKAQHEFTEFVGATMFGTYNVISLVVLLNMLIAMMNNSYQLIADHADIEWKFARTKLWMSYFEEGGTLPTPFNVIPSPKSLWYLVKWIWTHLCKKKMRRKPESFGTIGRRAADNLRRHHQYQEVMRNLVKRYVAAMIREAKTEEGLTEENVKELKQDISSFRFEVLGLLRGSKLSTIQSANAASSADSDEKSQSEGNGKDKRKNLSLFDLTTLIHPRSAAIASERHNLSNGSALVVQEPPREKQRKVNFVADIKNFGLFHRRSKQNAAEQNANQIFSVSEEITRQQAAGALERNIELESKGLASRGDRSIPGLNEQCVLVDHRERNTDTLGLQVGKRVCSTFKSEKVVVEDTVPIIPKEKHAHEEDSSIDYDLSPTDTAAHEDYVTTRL
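Incubation: 45 min room-temperature Fluo4 loading, 110 s read / System: HEK293 cells stably co-expressing mouse TRPC4beta and mu-opioid receptor / Signal: Fluo4 fluorescence, kinetic / Control set: buffer (low) and maximal DAMGO (high) / Measure: integrated baseline-normalised fluorescence ratio, converted to per-well B score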
TRPC4 potent – positive allosteric modulators of TRPC4, primary screen, cell-based, mouse TRPC4beta, HEK293 mu-opioid, Fluo-4 calcium. Short transient receptor potential channel 4 (Mus musculus), Q9QUQ5. AID 2227, 2009. B-score at 10 µM. 310,000 tested, 0.42% active. DAMGO EC20, Fluo-4 Ca2+ flux; hits give high values;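 active = B-score of calcium response area above 5 SD of library B-scores, with initial fluorescence ratio within 5 SD of library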;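 note: B-score of integrated fluorescence ratio over time as area under calcium response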
* marks the source's active call; other numbers are inactive results; i = inactive; x = no result given. These rows are one share of the data; count on the stated rates, not on these rows.

SMILES | ANO1 activ | HDAC3 inh | KCNK3 inh | Dyrk1A ADPGlo | ANO1 block | KCNK9 inh | KCNQ1 block | KCNQ1 act | hERG rescue | TRPC4 act | TRPC4 potent
Cc1cccnc1CN1CCN(Cc2nc(C(c3ccccc3)c3ccccc3)no2)CC1 | i | 2 | i | -10 | i | i | i | i | -14 | i | i
COc1ccc(C2C3=C(CC(c4ccco4)CC3=O)Nc3ccccc3N2C(C)=O)cc1 (stereo not drawn) | i | 1 | i | 3 | i | i | i | i | -5 | i | i
COc1ccc(C(=O)N/N=C(\C)CC(=O)Nc2cccc(C(F)(F)F)c2)cc1 | i | 6 | i | x | i | i | i | i | -11 | i | i
O=C(Nc1nnc(Cc2ccccc2)s1)Nc1ccccc1F | i | 1 | i | 0 | i | i | i | i | -16 | i | i
CCCN1CCC2(CC1)C(C#N)=C(N)Oc1c2sc2nc(C)cc(C)c12 | i | 1 | i | x | i | i | i | i | -6 | i | i
COc1ccccc1NC(=O)Nc1nc(CC(=O)N2CCN(c3ccc(F)cc3)CC2)cs1 | i | 6 | i | 11 | i | i | i | i | -18 | i | i
COc1ccc(Cc2nnc(NS(=O)(=O)c3ccccc3)s2)cc1 | i | 3 | i | -9 | i | i | i | i | -14 | i | i
CC1CN(Cc2nc3c(c(=O)[nH]c(=O)n3C)n2CCN2CCOCC2)CC(C)O1 (stereo not drawn) | i | 3 | i | 0 | i | i | i | i | -12 | i | i
COc1cccc(N2CC(C(=O)Nc3nnc(SCc4ccccn4)s3)CC2=O)c1 (stereo not drawn) | i | -3 | i | 12 | i | i | i | i | -13 | i | i
O=C(NCC(c1cccnc1)N1CCOCC1)Nc1ccccc1 (stereo not drawn) | i | 1 | i | 1 | i | i | i | i | -14 | i | i
COC(=O)C1=CN(c2ccc(OC)cc2)C=C(C(=O)OC)C1c1cccc(F)c1 | i | -26 | i | -1 | i | i | i | i | -9 | i | i
Cc1c(NC(=O)C2CCN(S(=O)(=O)c3ccccc3)CC2)c(=O)n(-c2ccccc2)n1C | i | -5 | i | 5 | i | i | i | i | -10 | i | i
CN(C)c1ccc(CNC(=O)CN(C)S(=O)(=O)c2cccc3cccnc23)cc1 | i | 0 | i | 3 | i | i | i | i | -2 | i | i
COc1ccc(C2CC(=O)c3cnc(NC(=O)c4ccccc4)nc3C2)cc1OC (stereo not drawn) | i | x | i | -2 | i | i | i | i | -9 | i | i
Cc1ccc(-c2csc(N(CC3CCCO3)C(=O)c3ccco3)n2)cc1 (stereo not drawn) | i | 6 | i | -2 | i | -8.6* | i | i | -12 | i | i
COc1ccc(C2=NOC(CNC(N)=S)C2)cc1 (stereo not drawn) | i | -4 | i | 3 | i | i | i | i | -15 | i | i
O=C(NC1CCCC1)C(c1cccs1)N(C(=O)c1ccco1)c1ccc2c(c1)OCCO2 (stereo not drawn) | i | -7 | i | -1 | i | i | i | i | -10 | i | i
CCOC(=O)/C(C#N)=C/Nc1ccsc1C(=O)OC | i | -3 | i | -5 | i | i | i | i | -9 | i | i
COc1cc(OC)c2c(=O)c(OC)c(-c3ccc(OC)c(OC)c3)oc2c1 | i | -18 | i | 8 | i | i | i | i | -12 | i | i
COc1ccccc1NC(=O)CSc1nn2c(=O)c(C)nnc2s1 | i | 4 | i | -2 | i | i | i | i | -2 | i | i
O=C(Cc1ccc(Cl)cc1)NCCS(=O)(=O)N1CCN(c2ccccc2F)CC1 | i | -1 | i | -1 | i | i | i | i | -9 | i | i
FC(F)(F)c1ccc(-c2noc(CN3CCCN(C4CCCCC4)CC3)n2)cc1 | i | 5 | i | -7 | i | i | i | i | -21 | i | i
CC(=O)COc1ccccc1OC(=O)c1ccco1 | i | 2 | i | 3 | i | i | i | i | -8 | i | i
Cc1ccc2cccc(OCc3ccc(F)cc3)c2n1 | i | 0 | i | 5 | i | i | i | i | -7 | i | i
COc1ccccc1C(=O)NCc1ccncc1 | i | -2 | i | 0 | i | i | i | i | -12 | i | i
COc1cc(C2C(C(C)=O)=C(O)C(=O)N2CCN2CCOCC2)ccc1O (stereo not drawn) | i | 5 | i | -8 | i | i | i | i | -2 | i | i
CCCCN(C)C(=O)Cn1nc(-c2ccc(Cl)cc2)ccc1=O | i | -11 | i | 1 | i | i | i | i | -4 | i | i
Cc1ccc(NC(=O)N2CCc3ccccc3C2)c(C)c1 | i | -9 | i | -6 | i | i | i | i | -9 | i | i
COc1ccc(N2CCN(C(CNC(=O)c3ccco3)c3ccco3)CC2)cc1 (stereo not drawn) | i | -10 | i | 1 | i | i | i | i | -9 | i | i
COc1ccc(N2CCN(C(c3cccs3)C(C)NC(=O)C(=O)N3CCCCC3)CC2)cc1 (stereo not drawn) | i | -4 | i | x | i | i | i | i | -9 | i | i
Cc1nc(CC(C)C)cc(C(=O)N2CCCC(CNS(=O)(=O)c3cccs3)C2)n1 (stereo not drawn) | i | -3 | i | 1 | i | i | i | i | -5 | i | i
CCCCCCc1nc2ccccc2c(=O)n1NC(=O)c1c(O)c2cccc3c2n(c1=O)CCC3 | x | x | x | x | x | i | i | i | -10 | i | i
Cc1cc2cc(C(c3nnnn3Cc3ccco3)N3CCCCC3)c(=O)[nH]c2cc1C (stereo not drawn) | i | 4 | i | -4 | i | i | i | i | -1 | i | i
Cc1nnc(SCc2ccc(C(=O)c3ccc(Cl)cc3)o2)n1-c1ccccc1 | i | 0 | i | -2 | i | i | i | i | -6 | i | i
CCCCN1C=C(C(=O)OC)C(c2ccccc2Cl)C(C(=O)OC)=C1 | i | -38 | i | x | i | i | i | i | -19 | i | i
CCOC(=O)C1C(C)N=C2SCC(=O)N2C1c1cccc(Br)c1 (stereo not drawn) | i | 9 | i | -5 | i | i | i | i | -12 | i | i

Continued; the last four above are carried over.
SMILES | ANO1 activ | HDAC3 inh | KCNK3 inh | Dyrk1A ADPGlo | ANO1 block | KCNK9 inh | KCNQ1 block | KCNQ1 act | hERG rescue | TRPC4 act | TRPC4 potent
Cc1cc2cc(C(c3nnnn3Cc3ccco3)N3CCCCC3)c(=O)[nH]c2cc1C (stereo not drawn) | i | 4 | i | -4 | i | i | i | i | -1 | i | i
Cc1nnc(SCc2ccc(C(=O)c3ccc(Cl)cc3)o2)n1-c1ccccc1 | i | 0 | i | -2 | i | i | i | i | -6 | i | i
CCCCN1C=C(C(=O)OC)C(c2ccccc2Cl)C(C(=O)OC)=C1 | i | -38 | i | x | i | i | i | i | -19 | i | i
CCOC(=O)C1C(C)N=C2SCC(=O)N2C1c1cccc(Br)c1 (stereo not drawn) | i | 9 | i | -5 | i | i | i | i | -12 | i | i
COc1ccccc1C(=O)NC(=O)COC(=O)c1cnc(C)cn1 | i | 4 | i | 14 | i | i | i | i | -7 | i | i
O=C(NN1C(=O)c2ccccc2C1=O)c1ccccc1[N+](=O)[O-] | i | 0 | i | x | i | i | i | i | -11 | i | i
Cc1ccc(-n2ncc(C#N)c2/N=C/N(C)C)cc1 | i | -4 | i | 0 | i | i | i | i | -6 | i | i
CCOC(=O)Nc1c(C)n(C)n(-c2ccccc2)c1=O | i | -6 | i | -6 | i | i | i | i | -9 | i | i
CN(C)C=Nc1ccc2nc3c(cc2c1)[nH]c1ccccc13 | i | -13 | i | 37 | i | i | i | i | -2 | i | i
Cn1c(=O)c(C(=O)CSc2ccccc2)c(N)n(Cc2ccccc2)c1=O | i | -4 | i | -4 | i | i | i | i | -6 | i | i
COc1ccc(C(CNC(=O)Cc2cc(OC)c(OC)c(OC)c2)N2CCCC2)cc1 (stereo not drawn) | i | 2 | i | 2 | i | i | i | i | -12 | i | i
Cc1ccc(C(=O)NCCOc2cccc(C)c2)cc1 | i | -3 | i | -1 | i | i | i | i | -5 | i | i
CC(=O)N(c1ccc(C(F)(F)F)cc1)S(=O)(=O)c1ccc(N2C(=O)CCC2=O)cc1 | i | -2 | i | -3 | i | i | i | i | -2 | i | i
CCOC(=O)N1CCN(C(=O)C2CCN(S(=O)(=O)c3c(C)cc(C)cc3C)CC2)CC1 | i | 0 | i | 8 | i | i | i | i | -12 | i | i
COCCCNC(=O)C(=O)NCCCOC(C)C | i | -2 | i | 0 | i | i | i | i | -14 | i | i
CC(C)OC(=O)c1ccc(S(N)(=O)=O)o1 | i | -4 | i | 1 | i | i | i | i | -7 | i | i
CC(C)NC(=O)COc1coc(CN2CCN(Cc3ccccc3)CC2)cc1=O | i | 0 | i | -1 | i | i | i | i | -4 | i | i
Cc1ccccc1CCNC(=O)C1CCC(=O)N(C2CCCCCC2)C1 (stereo not drawn) | i | x | i | -6 | i | i | i | i | -9 | i | i
CCC(=O)Nc1ccc(Cl)c(NC(=O)C(C)C)c1 | i | 0 | i | -1 | i | i | i | i | -2 | i | i
COc1ccc(CNC(=S)Nc2ccc(S(N)(=O)=O)cc2)cc1 | i | -7 | i | 10 | i | i | i | i | -11 | i | i
CCCc1nnc(SCC(=O)Nc2cc(C)on2)n1CCOC | i | 6 | i | 2 | i | i | i | i | -2 | i | i
COc1cc(-c2noc(C)c2-c2ccc(N(C)C)nc2)cc(OC)c1OC | i | -6 | i | 7 | i | i | i | i | -11 | 66* | i
COc1ccc(OC)c(C2=NOC(C(=O)Nc3cc(C)on3)C2)c1 (stereo not drawn) | i | -4 | i | -1 | i | i | i | i | -5 | i | i
O=c1c2c(ncn1Cc1ccccc1)nc1n2CCC1 | i | 5 | i | -7 | i | i | i | i | -11 | i | i
